hgDAF-12 ag = agonists of H. glycines DAF-12 nuclear receptor | hit rate 1.8% among 370,000 | activation, % at 6.8 µM | HEK293 GAL4-hgDAF12 UAS-luciferase reporter, agonist luminescence; normalized to butyrate control;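 active = activation above a cutoff set at the mean of all screened compounds plus 3 SD, cut at about 10% in these data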;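 also: 0% = DMSO wells and 100% = sodium butyrate wells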
hcDAF12 agonist = activates DAF-12 receptor from parasite H. contortus; AID 652067; activation, % at 6.8 µM; HEK293 hcDAF-12 lit1-tk-luc reporter, luminescence; 0% DMSO, 100% Δ7-dafachronic acid; hit rate 1.4% among 370,000;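 active = activation above the mean of all tested compounds plus 3 SD, cut at about 5.5% in these data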;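 also: 100% = response to 3 µM Δ7-dafachronic acid high control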
HGIII-sPLA2 inh = Inhibits HGIII-sPLA2 liposome hydrolysis, primary screen; QFRET BODIPY PC-A2 liposome hydrolysis, fluorescence; inhibition, % at 12.2 µM; hit rate 0.56% among 370,000; AID 743126;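 active = inhibition above mean plus 3 SD of compounds lying within the high and low control bounds, cut at about 19% in these data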;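 also: 0% = median of test compound wells and 100% = no enzyme DMSO wells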
DAX1 inh-1 = inhibitors of DAX1 repression of SF-1 activated StAR promoter; inhibition, % at 6.8 µM; hit rate 1.1% among 370,000; AID 652010; HEK293T StAR-luciferase reporter, SF-1/DAX-1 repression relief;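 active = inhibition above the mean over all tested compounds plus 3 SD, cut at about 3.6% in these data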;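 also: 0% = DAX-1 cells with DMSO and 100% = cells lacking DAX-1 with DMSO; higher inhibition means more luminescence from relief of DAX-1 repression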
SMARCA2 activ = increases SMARCA2 function in MMTV reporter cells; MG213 cells, MMTV-luciferase reporter, dexamethasone, overnight; activation, % at 9.1 µM; hit rate 1% among 370,000; AID 652017; in the data active = activation above about 7.8%;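 also: 0% = vehicle wells and 100% = reference activator wells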
GC-A act = GC-A (human) enzyme activation; hit rate 0.14% among 370,000; activation, % at 10 µM; HEK293 GC-A cells, cGMP TR-FRET, EC30 ANP; 0% at EC30 ANP, 100% saturating ANP; P16066; in the data active = activation above about 40%
NPR2 activator = GC-B (human) receptor activation. P20594. HEK293-GC-B cells, CNP EC30, cGMP TR-FRET; 0% at EC30 CNP, 100% saturating CNP. activation, % at 10 µM. hit rate 0.11% among 370,000. AID 1920062;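 active = activation at 10 µM reaching about 35% in either raw or pattern-adjusted values, limit read from the data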
ssDAF12 agonist = S. stercoralis DAF-12 activation, primary screen | HEK293 ssDAF-12/GRIP1 lit1-tk-luc reporter, luminescence; % of 3 µM dafachronic acid response | activation, % at 6.8 µM | hit rate 1% among 370,000;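 active = activation above the mean over all tested compounds plus 3 SD, cut at about 0.9% in these data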;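 also: 0% = DMSO-only wells and 100% = 3 µM delta7-dafachronic acid wells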
ADAM10 inh = inhibitors of human ADAM10; hit rate 0.62% among 370,000; recombinant ADAM10, EDANS/DABCYL FRET peptide cleavage, 3 h; inhibition, % at 7 µM; O14672;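 active = inhibition above a per-campaign cutoff equal to the mean of compounds falling between control-based bounds plus 3 SD, cut at about 20% in these data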;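 also: 0% = DMSO wells while the 100% control is not disclosed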
Target sequence (O14672 214-748 limits assumed): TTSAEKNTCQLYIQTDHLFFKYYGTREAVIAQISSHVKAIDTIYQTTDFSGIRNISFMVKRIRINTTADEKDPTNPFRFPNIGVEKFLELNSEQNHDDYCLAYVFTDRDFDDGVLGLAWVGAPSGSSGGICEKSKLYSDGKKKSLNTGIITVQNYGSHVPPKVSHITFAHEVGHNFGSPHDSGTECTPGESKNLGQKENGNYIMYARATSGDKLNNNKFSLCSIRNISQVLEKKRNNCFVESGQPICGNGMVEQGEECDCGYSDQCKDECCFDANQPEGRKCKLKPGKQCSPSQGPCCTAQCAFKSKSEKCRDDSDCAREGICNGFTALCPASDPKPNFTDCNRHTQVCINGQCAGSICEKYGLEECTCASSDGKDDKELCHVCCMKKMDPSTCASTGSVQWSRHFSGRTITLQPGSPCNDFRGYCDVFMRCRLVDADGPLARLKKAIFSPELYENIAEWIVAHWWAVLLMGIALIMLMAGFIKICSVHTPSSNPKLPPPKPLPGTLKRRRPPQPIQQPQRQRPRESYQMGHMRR
FXN GAA850 act = frataxin GAA850 promoter activation; hit rate 0.56% among 360,000; activation, % at 6 µM; HEK293 lucGAA850 FXN promoter luciferase reporter, 24 h; percent of 10 µM SAHA response;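 active = activation above the average of all compounds screened plus 3 SD, cutoff fixed separately per campaign, cut at about 7.5% in these data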;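 also: 0% = DMSO wells and 100% = 10 µM SAHA wells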
DAX1 inh-2 = inhibits human nuclear receptor DAX1 | P51843 | HEK293 Gal4-DAX1 luciferase reporter, luminescence | inhibition, % at 6.75 µM | hit rate 0.99% among 340,000 | AID 504766;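 active = inhibition above the mean over all tested compounds plus 3 SD, cut at about 4.2% in these data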;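 also: 0% = DAX1-transfected cells with DMSO and 100% = empty-vector control cells with DMSO; inhibition shows as a rise in luminescence from relieved DAX1 repression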
Target sequence (P51843 207-470 limits assumed): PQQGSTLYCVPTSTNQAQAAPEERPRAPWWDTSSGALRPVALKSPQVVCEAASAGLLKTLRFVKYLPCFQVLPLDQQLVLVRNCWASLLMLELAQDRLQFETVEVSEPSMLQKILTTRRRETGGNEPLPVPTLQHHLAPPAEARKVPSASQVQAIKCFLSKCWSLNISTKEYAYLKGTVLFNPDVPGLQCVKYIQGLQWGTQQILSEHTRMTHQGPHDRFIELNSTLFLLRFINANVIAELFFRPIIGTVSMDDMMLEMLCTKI
An asterisk follows results filed as active; x = not tested or not shown. This is a random part of the collection (roughly 6.6% active in at least one column).

structure	FXN GAA850 act	hgDAF-12 ag	SMARCA2 activ	HGIII-sPLA2 inh	DAX1 inh-1	hcDAF12 agonist	GC-A act	ssDAF12 agonist	ADAM10 inh	DAX1 inh-2	NPR2 activator
CC(=O)N1CCOc2ccc(S(=O)(=O)N3CCC(C(=O)NCc4ccccc4)CC3)cc21	0.2	2.1	-2.5	-1.3	0.3	-2.0	1.0	-0.9	11.6	-0.2	1.0
Cc1cccc(C(=O)NNC(=O)c2ccccc2Br)c1	1.7	-1.7	0.0	5.6	-0.8	-1.9	2.8	-0.7	-5.8	0.1	1.8
Cn1c(CCC(=O)Nc2cc(S(C)(=O)=O)ccc2Cl)nc2cc(S(=O)(=O)N3CCOCC3)ccc21	-0.7	-0.6	-2.2	-1.3	0.2	-0.1	2.1	-1.0	-3.0	-1.2	4.3
COc1ccc(C(=O)NC(=S)NNC(=O)c2ccccc2C)cc1	0.6	5.5	1.6	24.8*	-0.4	1.1	1.1	-1.5	5.1	-0.9	2.1
Cn1c(CCN2CCOCC2)nc2cc(NS(=O)(=O)c3ccccc3)ccc21	1.0	-2.2	-0.8	1.1	-0.4	-1.7	-2.8	-1.1	-12.1	-1.5	6.7
NC(=O)C1CCN(C2=C(NS(=O)(=O)c3ccc(Br)cc3)C(=O)c3ccccc3C2=O)CC1	-1.8	-0.7	-2.2	-0.8	-1.1	-0.2	-1.3	-1.1	-7.9	0.7	-5.4
CCc1sc(C(=O)Nc2cc(Cl)ccc2N2CCCCC2)cc1C	2.4	0.9	-1.2	-0.1	0.1	-2.7	-0.8	-0.8	-1.9	0.4	-2.8
COc1ccccc1CCNC(=O)c1ccc2nc[nH]c2c1	0.2	-0.7	2.7	-5.6	1.4	1.2	1.4	-0.4	8.7	1.0	4.1
O=C(CN1CCN(S(=O)(=O)c2ccc(F)cc2)CC1)Nc1cccc(C(F)(F)F)c1	-2.1	-1.1	0.3	-24.4	-1.5	0.5	0.8	-1.1	9.9	0.9	-1.6
COc1ccc(Cl)cc1Nc1nc(NCCO)nc(N2CCCC2)n1	0.8	-1.2	-1.9	-28.1	-1.8	-1.2	-7.5	-1.6	-1.2	-0.9	-2.6
CS(=O)(=O)Nc1ccc(C(=O)Nc2ccc(S(=O)(=O)Nc3nccs3)cc2)cc1	0.2	-1.0	-0.9	-10.4	2.5	-0.7	4.1	-0.9	-9.1	1.1	1.8
C=CC[C@@H](CC(=O)N(CCO)Cc1ccccc1)C(=O)N[C@H](COC(=O)[C@@H](CC=C)CC(=O)OC(C)(C)C)c1ccccc1	-5.1	-0.7	-0.2	-16.4	0.1	-2.4	-8.6	-0.6	3.5	0.0	-13.1
O=[N+]([O-])c1cnn2cc(Br)cnc12	-0.2	3.9	-5.0	12.9	-0.8	0.7	5.7	-1.2	-5.8	-0.7	-3.9
C/C(CC(=O)Nc1cc(Cl)ccc1Cl)=N\NC(N)=S	1.5	0.6	0.9	-2.2	-1.1	-1.2	-0.9	-0.8	6.6	-0.7	5.8
COc1ccc(Cn2c(=O)[nH]c3cc(OC)c(OC)cc3c2=O)cc1	-0.4	0.5	-2.9	9.0	-0.6	1.0	4.9	-1.4	-10.0	1.8	6.9
CCOC(=O)C1(Cc2cccc(OC)c2)CCN(CC2CC=CCC2)CC1 (stereo unspecified)	-2.3	-2.2	-3.0	-0.2	-0.4	-1.1	1.1	-1.4	-5.1	-0.8	-2.5
CCOc1ccc(S(=O)(=O)N2CCN(C(=O)c3cccnc3)CC2)cc1	-0.7	-2.4	-2.8	0.9	0.0	-3.4	6.0	-0.8	-0.8	-0.3	-1.9
COC(=O)C[C@H]1c2ccccc2S(=O)(=O)N1Cc1ccc(OC)cc1	1.3	3.2	0.5	3.4	0.6	-2.4	-2.4	-1.3	-3.6	-0.3	0.8
CC1=C(C(=O)OCc2ccccc2)C(c2ccccc2)NC(=O)N1CCCCCC(=O)O (stereo unspecified)	0.4	0.5	0.6	-3.0	-0.2	1.3	-3.1	-0.5	-2.7	3.1	-6.3
Cc1cc(C)c(OCC(=O)Nc2nnn(C)n2)c(Br)c1	-1.1	3.5	-3.2	-2.1	-0.2	-2.0	4.3	-0.8	-7.0	0.3	-3.8
O=C(c1ccc([N+](=O)[O-])cc1)N(Cc1ccc(Cl)cc1Cl)N1C(=O)CCCC1=O	-1.8	0.1	2.4	8.7	0.0	0.8	0.8	-0.5	5.6	-0.6	5.9
CCCn1c(=O)c(Br)cn(-c2ccccc2C)c1=O	1.9	-0.5	-2.0	2.0	-0.2	-1.0	1.2	-1.2	-0.5	-0.2	-1.0
COc1ccc(CNC(=O)CCNC(=O)c2ccc(C(C)(C)C)cc2)cc1OC	-0.5	2.2	-0.9	5.9	0.7	-1.9	-1.0	-0.9	-5.6	0.3	-2.8
CC(=O)N(CN1C(=O)c2ccc([N+](=O)[O-])cc2C1=O)c1ccc(F)cc1	0.9	-2.3	-1.1	1.3	-0.1	-1.2	-2.8	0.3	5.7	0.2	-3.5
Cc1ccc(OCCC(=O)OCC(=O)Nc2ccc(F)cc2)cc1	0.2	-1.1	-1.1	0.2	0.2	0.7	1.7	-1.4	6.5	0.9	1.5
NNC(=O)c1ccc(COc2ccc(Br)cc2)o1	1.0	1.3	1.5	-0.7	-0.3	3.1	16.3	-0.5	0.0	2.6	-2.0
O=c1ccc2cc(S(=O)(=O)Nc3ccccc3F)ccc2o1	0.6	0.1	-1.6	-0.7	0.2	-2.0	-3.6	-1.2	-0.1	0.6	-3.0
Cn1c(OCC2CCCO2)nc2cc(-c3ccccc3)sc2c1=O (stereo unspecified)	5.8	-0.1	-1.1	-5.4	-0.7	-0.8	0.3	-1.9	-5.3	x	-5.2
COC(=O)c1ccccc1S(=O)(=O)N1CCC(C(=O)OC(C)C(=O)NC(N)=O)CC1 (stereo unspecified)	0.7	1.8	-0.8	1.1	0.5	-0.3	1.4	-1.0	-4.7	0.9	-2.6
COC(=O)c1ccccc1S(=O)(=O)N(Cc1cc2ccc(OC)cc2[nH]c1=O)CC1CCCO1 (stereo unspecified)	-3.1	0.6	-3.9	-12.3	-0.7	-1.0	-1.2	-0.4	-8.9	0.3	3.2
Cc1ccc(S(=O)(=O)N(C)c2nc3ccccc3[nH]c2=S)cc1	0.6	2.9	1.5	-7.7	0.9	2.6	1.2	-0.4	-10.9	0.1	-2.9
CCN(CC)C(=O)c1cc2cc(Br)ccc2oc1=O	-0.4	-2.4	-2.1	2.6	-0.9	-0.6	0.3	-1.6	-5.8	-1.6	3.0
O=[N+]([O-])c1ccccc1-c1ccc(/C=N/n2cnnc2)o1	1.5	-1.1	-2.8	-4.1	-0.9	3.6	-1.4	0.0	-1.4	0.5	-13.3
Cc1nc(SCCC(C)C)c([N+](=O)[O-])[nH]1	-3.0	-0.1	-2.0	-7.1	-0.5	-1.1	-1.5	-1.4	0.6	-1.6	-2.9
COC(=O)CNC(=O)CN(c1ccc(OC)cc1OC)S(=O)(=O)c1ccccc1	-0.2	0.9	-5.2	-2.7	0.1	-0.3	-3.0	-1.5	-5.7	1.1	-5.3
CN(C1CCCCC1)S(=O)(=O)c1ccc(-c2ccccn2)s1	1.4	-0.7	1.8	2.3	-0.6	-1.1	1.0	-0.6	10.7	x	4.3
CC1=NN(C(=O)c2ccncc2)C(=O)C1N=Nc1ccc2ccccc2c1 (stereo unspecified)	1.0	8.1	1.6	-9.4	1.4	4.3	-2.2	-0.3	1.2	2.8	-1.5
Cc1ccc(CSCC(=O)N(C)CC(=O)Nc2ccc(Cl)c(Cl)c2)cc1	3.0	2.1	-1.0	3.9	-0.4	1.5	-1.3	-0.5	-11.0	-0.1	-6.0
CC1CCN(C(=O)CSCc2ccc(Cl)cc2)CC1	5.2	9.8	6.8	-3.0	1.2	3.7	1.7	-0.2	1.7	1.7	0.3
O=C(NCC1CCCN1S(=O)(=O)c1cccs1)c1ccc(Cl)cc1 (stereo unspecified)	1.8	-2.5	-0.5	10.7	-2.0	0.1	0.8	-1.1	-6.6	-1.3	1.9
CCOC(=O)C1=C(COC(=O)CCC(=O)c2ccc(C)cc2)NC(=O)NC1C (stereo unspecified)	3.0	-0.7	-2.6	5.2	-0.5	-1.8	-2.0	-1.0	-4.3	0.0	-2.5
CN(CC(=O)N1CCN(c2ccccn2)CC1)S(=O)(=O)c1ccc2ccccc2c1	-3.6	-1.6	-4.1	-2.9	0.3	-1.4	0.9	-1.2	-0.8	-2.3	-1.3
COC(=O)c1ccc(CC2(C)C(=O)Nc3ccc(-c4cccc(C(F)(F)F)c4)cc32)o1 (stereo unspecified)	7.4	-2.0	-3.5	-7.9	-1.4	-2.2	-6.8	-1.0	17.2	x	-0.8
CC(=O)c1cc(C#N)c(SCC(=O)OC(C)C)nc1C	0.9	-3.1	4.7	6.4	1.1	-1.2	2.4	-0.6	-5.4	1.2	6.3
Clc1ccc(CSc2nnc3c(n2)[nH]c2ccccc23)cc1	0.5	-0.5	-4.5	6.4	-0.2	-0.3	-3.2	-0.8	-5.6	0.2	4.4
CCCC(c1c(C)n(C)n(-c2ccccc2)c1=O)c1c(C)n(C)n(-c2ccccc2)c1=O	-1.4	-0.3	-4.8	0.4	-0.5	-0.3	-5.0	-0.7	-3.4	0.3	-4.2
COc1ccc(C(=O)N2CCN(C(=O)C3COc4ccccc4O3)CC2)cc1OC (stereo unspecified)	-1.1	-0.5	-2.0	-1.0	-2.9	-2.3	-1.4	-1.8	-3.8	0.0	3.9
CC(C)CC1C(C#N)=C(N)Oc2n[nH]c(-c3cccs3)c21 (stereo unspecified)	-3.6	0.3	-1.5	-7.8	0.2	-0.8	-12.8	-0.9	-27.6	0.7	3.4
COc1cc(NC(=S)Nc2ncccc2C)cc(OC)c1OC	4.3	4.6	-3.3	1.1	0.8	2.0	-0.5	-1.7	-2.2	1.0	-2.7
CCc1cc(C(=O)NCC2CCCO2)sc1C (stereo unspecified)	4.6	2.1	1.8	2.3	0.4	2.8	2.8	-0.5	3.6	2.7	1.8
Cc1ccc(-c2nnc(-c3cccnc3)o2)cc1	4.3	6.5	2.2	-1.9	1.0	2.7	-6.0	-0.3	-12.2	1.3	-2.4
CC(=O)N1CCN(CCN=CC2=C(O)CC(c3cccs3)CC2=O)CC1 (stereo unspecified)	-0.4	-2.4	-2.7	6.2	0.4	-1.3	1.2	-1.1	-17.0	1.4	-0.8

Random excerpt: two entries already listed, in no set order.
structure	FXN GAA850 act	hgDAF-12 ag	SMARCA2 activ	HGIII-sPLA2 inh	DAX1 inh-1	hcDAF12 agonist	GC-A act	ssDAF12 agonist	ADAM10 inh	DAX1 inh-2	NPR2 activator
Clc1ccc(CSc2nnc3c(n2)[nH]c2ccccc23)cc1	0.5	-0.5	-4.5	6.4	-0.2	-0.3	-3.2	-0.8	-5.6	0.2	4.4
CCCC(c1c(C)n(C)n(-c2ccccc2)c1=O)c1c(C)n(C)n(-c2ccccc2)c1=O	-1.4	-0.3	-4.8	0.4	-0.5	-0.3	-5.0	-0.7	-3.4	0.3	-4.2

Compound activity deposited in PubChem BioAssay by several laboratories.
